# From PubChem
# MEP2 TOR yeast: alters MEP2-GFP fluorescence in TOR pathway yeast screen. hit rate 0.51% among 330,000. GFP response vs DMSO, % at 10 µM. AID 2016. S. cerevisiae MEP2-GFP strain, flow cytometry GFP, 3 h; 100% = DMSO control level;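 active means GFP response versus DMSO above a set limit, roughly screen mean plus 3 SD, cut at about 180% in these data; inconclusive means fewer than 70 cells counted for a yeast strain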;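 further: median GFP fluorescence of the barcode-gated MEP2-GFP cells per well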
# LAP4-GFP MLPCN: modulators of TOR pathway LAP4-GFP in S. cerevisiae; S. cerevisiae LAP4-GFP multiplex, flow cytometry GFP, 3 h; median GFP as percent of DMSO wells; GFP response vs DMSO, % at 10 µM; hit rate 0.34% among 320,000; AID 2023;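 active means GFP response vs DMSO above a set limit, about the screen mean plus 3 SD, cut at about 150% in these data; inconclusive means under 70 cell events counted for the yeast strain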
# RPL19A TOR yeast: modulators of TOR pathway RPL19A-GFP in S. cerevisiae | S. cerevisiae RPL19A-GFP strain, flow cytometry, 3 h; stronger effect = lower value | percent response vs DMSO, % at 10 µM | hit rate 0.3% among 330,000;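 active means percent response vs DMSO below 50%; inconclusive means fewer than 70 events counted for the yeast strain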;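 further: median channel GFP fluorescence of the barcoded RPL19A-GFP strain; ratio of sample median GFP to plate DMSO average so 100% = DMSO; lower means less RPL19A-GFP as with rapamycin TOR inhibition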
# GASC-1 inh: human JMJD2C demethylase inhibition | hit rate 0.069% among 330,000 | inhibition, % at 2.35 µM | GST-JMJD2C(1-420) H3K9me3 demethylation, DELFIA europium | Q9H3R0;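 active means more than half of a compound's replicate wells show inhibition beyond 50%, single wells judged on their own value; inconclusive means some, but no more than half, of replicates pass 50% inhibition; inactive means no replicate passes 50% inhibition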;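 further: signal counts dimethyl H3K9 product captured on neutravidin plate; 0% = median of DMSO wells and 100% = 0.3 times that DMSO median; strong numbers were not always called active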
# Target sequence (Q9H3R0 1-420 limits assumed): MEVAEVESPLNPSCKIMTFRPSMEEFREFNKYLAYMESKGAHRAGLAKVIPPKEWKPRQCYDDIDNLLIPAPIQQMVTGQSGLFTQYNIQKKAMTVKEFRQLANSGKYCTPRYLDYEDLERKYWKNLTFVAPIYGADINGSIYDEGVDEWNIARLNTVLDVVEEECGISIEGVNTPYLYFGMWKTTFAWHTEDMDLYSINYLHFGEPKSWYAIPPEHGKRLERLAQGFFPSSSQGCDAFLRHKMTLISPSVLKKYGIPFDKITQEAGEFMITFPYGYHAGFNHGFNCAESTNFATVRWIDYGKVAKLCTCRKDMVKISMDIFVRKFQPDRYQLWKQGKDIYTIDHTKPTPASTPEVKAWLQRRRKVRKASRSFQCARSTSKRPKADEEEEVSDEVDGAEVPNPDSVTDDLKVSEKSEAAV
# AGP1 TOR yeast: yeast TOR pathway AGP1-GFP modulation; hit rate 0.02% among 320,000; GFP response vs DMSO, % at 10 µM; S. cerevisiae AGP1-GFP multiplex flow cytometry, 3 h; GFP as percent of DMSO wells;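 active means GFP response relative to DMSO above a set limit, near screen average plus 3 SD, cut at about 150% in these data; inconclusive means fewer than 70 cells counted for the yeast strain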;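 further: median GFP channel fluorescence of the gated AGP1 strain per well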
# GRK2 aptamer HTS: inhibitors of human GRK2 displacing RNA aptamer; P25098; bead flow cytometry, FAM-aptamer displacement from GRK2; inhibition of aptamer binding, % at 10 µM; hit rate 0.59% among 330,000; AID 488847;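 active means inhibition of aptamer binding above 40%, roughly 3 SD of noise, on plates passing a quality check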;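 further: median bead fluorescence of bound FAM aptamer so fluorescent compounds give negative values; no value below 0 was filed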
# Target sequence (P25098 whole entry, looked up): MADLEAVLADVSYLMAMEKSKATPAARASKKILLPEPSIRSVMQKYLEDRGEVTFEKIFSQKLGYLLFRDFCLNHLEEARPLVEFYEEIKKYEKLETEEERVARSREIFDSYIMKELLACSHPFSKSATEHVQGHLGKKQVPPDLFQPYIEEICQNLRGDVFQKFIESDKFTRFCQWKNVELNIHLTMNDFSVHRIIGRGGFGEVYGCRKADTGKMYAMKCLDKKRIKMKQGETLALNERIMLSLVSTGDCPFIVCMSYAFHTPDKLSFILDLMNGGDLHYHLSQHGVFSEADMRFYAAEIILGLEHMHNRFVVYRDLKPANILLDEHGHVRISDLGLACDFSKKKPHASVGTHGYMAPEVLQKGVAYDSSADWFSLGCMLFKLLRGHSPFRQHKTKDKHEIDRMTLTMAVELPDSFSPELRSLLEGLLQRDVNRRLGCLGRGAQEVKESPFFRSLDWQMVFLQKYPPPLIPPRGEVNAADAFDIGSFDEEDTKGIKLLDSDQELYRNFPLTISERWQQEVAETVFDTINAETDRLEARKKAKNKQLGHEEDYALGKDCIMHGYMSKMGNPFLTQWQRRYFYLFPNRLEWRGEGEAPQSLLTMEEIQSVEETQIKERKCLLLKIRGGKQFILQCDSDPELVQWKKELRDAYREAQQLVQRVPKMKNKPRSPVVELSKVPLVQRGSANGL
# VLA-4 inh: inhibition in a human VLA-4 binding assay | inhibition, % (about 7 µM as worked out from the volumes in the protocol) | VLA-4 expressing cells, ligand binding flow cytometry | hit rate 0.2% among 330,000; in the data active means inhibition above about 50%
# CIT2 TOR yeast: yeast TOR pathway CIT2-GFP modulation. S. cerevisiae CIT2-GFP strain, flow cytometry, 3 h; 100 means same as DMSO wells. GFP response vs DMSO, % at 10 µM. hit rate 0.065% among 320,000. AID 2029;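 active means GFP response relative to DMSO above a set limit, near the screen mean plus 3 SD, cut at about 150% in these data; inconclusive means Fewer than 70 cells measured for a yeast strain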;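 further: ratio of well median GFP fluorescence to mean of DMSO wells on the plate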
# * = called active by the depositor; u = inconclusive; x = no result given; & = joins results of further samples. Rows were taken by chance. About 1.7% of those tested had a hit in this group.
GRK2 aptamer HTS	AGP1 TOR yeast	CIT2 TOR yeast	MEP2 TOR yeast	GASC-1 inh	VLA-4 inh	RPL19A TOR yeast	LAP4-GFP MLPCN	SMILES
0.0	109.0	101.5	104.9	-7.6	3.5	101.9	97.8	Cc1c(NCc2cc(Cl)ccc2O)c(=O)n(-c2ccccc2)n1C
3.0	109.2	105.2	104.9	4.7	10.7	109.5	100.1	O=C1NC2(CCCCC2)NN1c1ccccc1
3.0	110.5	112.9	105.7	3.1	37.0	104.4	104.4	COCCNS(=O)(=O)c1cc2[nH]c3c(c2cc1C)C(=O)CC(C)(C)C3
0.0	93.9	88.4	114.0	-4.0	14.8	98.9	114.7	COC(=O)c1cc(-c2cccc(OC)c2)n[nH]1
1.0	101.2	102.8	106.1	-24.1	4.0	98.6	106.9	CC(Sc1nnc(COc2ccc([N+](=O)[O-])cc2)n1C)C(=O)O (stereo not drawn)
0.0	94.6	94.9	101.3	33.6&0.9	7.0	95.4	92.8	CCOc1ccc(N(CC(=O)NCC2CCCO2)S(=O)(=O)c2ccc(OC)c(OC)c2)cc1 (stereo not drawn)
2.0	100.7	92.0	105.0	-1.6	4.5	99.7	96.4	CCCCC(=O)Nc1ccc(C(=O)NNC(=O)c2cccs2)cc1
0.0	98.1	99.7	103.9	-4.1	6.4	95.5	97.8	CCCN(CCC)S(=O)(=O)c1ccc(NS(C)(=O)=O)cc1
0.0	89.2	96.8	92.9	11.2	9.6	93.9	113.6	CN=c1scc(C)n1/N=C/c1cc(Br)c(O)c(OC)c1
0.0	95.8	101.7	101.5	11.4	-4.5	104.1	89.9	CC(NC(=O)Cc1cccs1)c1ccccc1 (stereo not drawn)
0.0	104.3	116.5	114.8	-1.6	-1.1	110.6	100.8	Cc1ccc(C)c(CSc2nnc(C)c(=O)[nH]2)c1
0.0	99.3	94.6	97.5	0.9	14.5	96.2	95.6	CCc1ccc2[nH]c(=O)c(CN(CCN(CC)CC)C(=S)NCc3ccco3)cc2c1
0.0	110.2	104.8	113.6	6.4	-2.6	104.8	102.9	Cc1nn(Cc2ccccc2Cl)c2sc(C(=O)Nc3nccs3)cc12
2.0	105.2	97.9	93.9	1.0	35.1	101.0	96.0	COc1ccc2[nH]c(=O)c(-c3nnn(-c4ccc(Cl)nc4)n3)cc2c1
0.0	102.1	100.1	97.9	-3.4	13.2	99.9	99.9	CCc1cccc(C)c1NC(=O)C1=C(C(=O)O)CCCC1
0.0	85.6	93.5	96.2	10.2	7.5	100.7	85.0	O=C(COc1ccc(Cl)cc1)Nc1ccc(C(=O)O)cc1NC(=O)COc1ccc(Cl)cc1
0.0	98.7	96.7	93.8	8.9	0.0	93.0	92.7	CC1CCCN(C(=O)COC(=O)Cc2c[nH]c3ccccc23)C1 (stereo not drawn)
0.0	96.2	90.8	91.6	27.5	21.1	97.4	101.7	O=C(NCc1ccco1)C1CC(c2ccc(Cl)cc2)=NO1 (stereo not drawn)
1.0	x	103.4	100.4	-1.5	-2.7	100.9	98.5	CCOC(=O)C1C(C)N=C2SCC(=O)N2C1c1cccc(Br)c1 (stereo not drawn)
1.0	108.8	110.7	107.0	2.0	4.0	106.8	103.9	CSc1cc(/C=N/O)c(SC)s1
0.0	100.7	91.2	100.5	-10.0	15.9	98.5	99.2	CN(C)CCCn1c(SCC(=O)Nc2sc3c(c2C#N)CCCC3)nnc1-c1ccncc1
1.0	103.0	99.3	97.7	-7.9	13.3	98.2	109.4	C/C(=N/OCC(=O)Nc1ccc(C)cc1C)c1cccs1
0.0	97.9	102.5	100.4	-0.8	-0.4	96.3	98.5	CC(=O)Nc1ccc(NC(=O)C(C)OC(=O)c2ccc3c(c2)OCCO3)cc1 (stereo not drawn)
1.0	93.8	95.8	97.3	5.5	18.4	96.1	93.9	CC(=O)CCc1c(C)[nH]c2ccc(NC(C)=O)cc2c1=O
0.0	98.3	85.4	98.5	x	22.2	103.6	107.5	Cc1ccc(S(=O)(=O)N2[C@@H](c3ccc4c(c3)OCO4)C(C(=O)O)=C[C@H]2CC2CCCC2)cc1
1.0	107.2	91.4	90.3	-5.9	4.3	96.4	92.7	CC(C)Cc1nnc(NC(=O)C2CCN(C(=O)c3ccc(F)cc3)CC2)s1
1.0	101.6	101.8	106.3	-1.7	29.0	106.9	94.4	C=CCOC(=O)c1c(C)nc2cc3c(cc2c1C)OCO3
1.0	102.9	90.9	96.5	3.1	-2.9	89.2	98.5	COc1cccc(CNC(=O)CCC2CCCN(C(=O)c3ccc(C)nc3)C2)c1 (stereo not drawn)
4.0	89.4	85.9	97.3	x	8.1	97.0	103.5	CCOC(=O)c1ncn2c1[C@@H]1CCNC1C(=O)c1cc(OC)ccc1-2 (stereo partly drawn)
1.0	101.1	98.6	105.3	6.3	6.5	101.0	102.4	COC1CCCCC1Nc1cc(C)cc(C)c1 (stereo not drawn)
1.0	105.3	109.0	107.5	-4.5	-4.0	104.0	100.4	Cc1csc(=O)n1CCC(=O)OCC(=O)Nc1ccc(Cl)cn1
4.0	98.7	98.5	99.3	0.9	-2.0	101.2	99.2	O=C(Nc1ccc(N2CCOCC2)c(Cl)c1)c1cccnc1
2.0	91.5	93.8	94.4	11.0	0.2	92.7	86.5	CC(C)CC(=O)Nc1cccc2c1C(=O)N(c1ccccc1)C2=O
1.0	113.3	110.0	111.5	6.0	11.4	113.0	105.2	COc1ccc(-c2nnn(CC(=O)N(Cc3ccc(F)cc3)C(C(=O)NC3CCCC3)c3ccc(F)cc3)n2)cc1 (stereo not drawn)
3.0	103.4	98.9	100.5	-8.1	7.6	99.5	102.6	CCOC(=O)CSC1=C(C#N)C(c2sccc2C)C(C(C)=O)=C(C)N1 (stereo not drawn)
0.0	107.0	103.2	100.5	7.6&6.8	5.2	100.2	97.3	COc1cc(CC(=O)Nc2ccc(S(=O)(=O)Nc3ncccn3)cc2)cc(OC)c1OC

# Single records, as listed above:
# COC1CCCCC1Nc1cc(C)cc(C)c1 (stereo not drawn) is listed as GRK2 aptamer HTS: 1.0; AGP1 TOR yeast: 101.1; CIT2 TOR yeast: 98.6; MEP2 TOR yeast: 105.3; GASC-1 inh: 6.3; VLA-4 inh: 6.5; RPL19A TOR yeast: 101.0; LAP4-GFP MLPCN: 102.4
# C=CCOC(=O)c1c(C)nc2cc3c(cc2c1C)OCO3 is listed as GRK2 aptamer HTS: 1.0; AGP1 TOR yeast: 101.6; CIT2 TOR yeast: 101.8; MEP2 TOR yeast: 106.3; GASC-1 inh: -1.7; VLA-4 inh: 29.0; RPL19A TOR yeast: 106.9; LAP4-GFP MLPCN: 94.4

# The listing continues:
GRK2 aptamer HTS	AGP1 TOR yeast	CIT2 TOR yeast	MEP2 TOR yeast	GASC-1 inh	VLA-4 inh	RPL19A TOR yeast	LAP4-GFP MLPCN	SMILES
0.0	90.0	96.2	96.7	-0.6	4.8	88.1	85.2	O=C(CN(Cc1ccccc1)C(=O)CCC(=O)Nc1ccccn1)NCc1ccco1
0.0	94.5	97.0	101.0	-6.6	23.8	99.0	101.8	O=C(CNC(=O)c1ccc(Br)cc1)c1ccccc1
1.0	97.1	101.2	101.6	-1.3	4.3	100.6	99.4	O=C1NC(=O)/C(=C\c2ccc(OCc3ccccc3)cc2)S1
0.0	95.6	92.3	93.0	6.6	9.4	89.9	99.7	O=C(/C=C/c1ccco1)Nc1ccc(Oc2ccc(Cl)cc2)cc1
0.0	91.8	84.9	89.4	3.7	15.0	98.9	87.6	COc1ccc(/C([O-])=C(/C(=S)Nc2ccc(C)c(C)c2)n2c[n+](C)c3ccccc32)cc1OC
0.0	102.6	94.9	94.1	3.6	17.0	96.0	99.8	COC(=O)N/N=C/c1cccc([N+](=O)[O-])c1
2.0	108.4	108.6	104.3	-1.6	5.1	105.7	95.8	Cc1ccc(S(=O)(=O)Nc2ccc(NC(=O)Nc3ccc(F)cc3F)cc2)cc1
3.0	99.5	x	95.9	-11.3	4.9	95.8	95.5	CCOC(=O)CSc1nc(=O)n2ccc(C)cc2n1
0.0	93.7	96.1	101.1	1.2	0.8	91.6	103.8	O=C(COC(=O)c1ccccc1O)NCCCc1ccccc1
0.0	90.6	87.6	91.1	-29.4	5.7	97.7	92.1	CC(C)NC(=O)c1ccc2c(=O)n(C3CCCC3)c(=S)[nH]c2c1
0.0	100.3	101.3	96.1	-7.1	13.0	97.2	95.0	CC(C)[C@H](NS(=O)(=O)c1ccccc1F)C(=O)OCC(=O)Nc1cccc(S(N)(=O)=O)c1
3.0	97.5	96.5	95.0	-3.5	-2.9	94.3	99.6	CC(CC(=O)Nc1nc2ccccc2[nH]1)c1ccccc1 (stereo not drawn)

# Structural class, those above containing a cyano group (2)
GRK2 aptamer HTS	AGP1 TOR yeast	CIT2 TOR yeast	MEP2 TOR yeast	GASC-1 inh	VLA-4 inh	RPL19A TOR yeast	LAP4-GFP MLPCN	SMILES
0.0	100.7	91.2	100.5	-10.0	15.9	98.5	99.2	CN(C)CCCn1c(SCC(=O)Nc2sc3c(c2C#N)CCCC3)nnc1-c1ccncc1
3.0	103.4	98.9	100.5	-8.1	7.6	99.5	102.6	CCOC(=O)CSC1=C(C#N)C(c2sccc2C)C(C(C)=O)=C(C)N1 (stereo not drawn)

# (cont.)
GRK2 aptamer HTS	AGP1 TOR yeast	CIT2 TOR yeast	MEP2 TOR yeast	GASC-1 inh	VLA-4 inh	RPL19A TOR yeast	LAP4-GFP MLPCN	SMILES
1.0	110.7	113.5	107.0	1.2	11.4	105.2	100.9	CCc1ccc[n+](-c2[nH]c(=O)sc2/C=N/N=C(\[O-])c2ccncc2)c1
0.0	106.2	x	110.9	8.7	9.4	104.0	106.1	COc1ccc2cc(C)c3nnc(SCc4cccnc4)n3c2c1
2.0	104.6	105.2	80.0	3.5	-1.5	103.4	83.7	Cc1cccc(NC2(C(F)(F)F)N=C(c3ccccc3)NC2=O)n1 (stereo not drawn)
0.0	102.8	100.8	102.0	-8.5	10.4	100.5	102.5	Cc1ccc(C(=O)COC(=O)CN2C(=O)C3C4CC(C(Br)C4Br)C3C2=O)cc1 (stereo not drawn)
0.0	105.8	99.9	108.2	1.4	-5.4	105.9	110.1	Nc1ccc(S(=O)(=O)Nc2nc(-c3ccccc3)cc(-c3ccccc3)n2)cc1
0.0	111.4	101.1	113.5	41.1	-5.2	107.0	93.5	Cn1c(N)c(C(=O)COC(=O)CSc2cccc3cccc(Cl)c23)c(=O)n(C)c1=O
2.0	95.7	83.4	89.2	u	13.0	88.1	97.2	Cc1ccsc1C(=O)NNC(=O)c1ccc(NS(=O)(=O)c2cccs2)cc1
1.0	99.2	99.4	101.0	11.9	-0.9	102.6	91.1	Cc1c(C(=O)NCc2ccc3c(c2)cc(C)n3C)cccc1[N+](=O)[O-]
0.0	112.6	112.7	105.2	18.3	-5.9	98.5	118.6	CC1CC(C)(C)NC(=S)N1CCC(=O)Nc1ccc2c(c1)OCCO2 (stereo not drawn)
1.0	93.9	90.5	102.2	-7.5	-3.1	111.1	69.6	CCOc1ccccc1N1CCN(CC(=O)Nc2nc(C)c(C(=O)N(C)C)s2)CC1
0.0	102.8	x	102.0	9.1	-0.7	103.9	101.0	CN(C)CC1(c2ccccc2)CCCC1
0.0	97.5	103.1	87.8	-2.4	9.2	101.3	82.7	Cc1ccc(CCc2nnc(SCC(=O)Nc3cc(Cl)ccc3Cl)n2-c2ccccc2)o1
5.0	89.9	84.1	89.9	-37.6	-6.8	94.3	98.4	COc1ccccc1/C=C/C=c1\sc2nc(=O)c(Cc3ccccc3)nn2c1=O
